High-throughput results as filed in PubChem BioAssay.
Dynein cargo inh = dynein cargo transport inhibition; 3617.4 mouse cells, GR-EGFP nuclear translocation imaging; test concentration mostly 20 µM; stimulated with dexamethasone, 1 µM; hits give low values; z-score, hits read low; 0.47% of 220,000 active;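 active = plate z-score of nuclear minus cytoplasmic receptor signal below a set negative limit, without overly bright fluorescence or cell loss, cut at about -3.5 in these data, passing the limit was not always enough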;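 note: z-score of nuclear minus cytoplasmic ring GR-EGFP intensity difference per well; some compounds called inactive have numbers as strong as hits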
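Buffer or medium: tetracycline-free induction medium containing charcoal-stripped FBS / Reagent: dexamethasone agonist, 1.0 µM final, for 30 min / Technique: automated 10x imaging of fixed Hoechst-stained cells / Times: induction 48 h, compound 1 h, agonist 30 min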
Salmonella PhoP GFP = PhoP-dependent GFP reporter repression – Salmonella Typhimurium, primary screen (AID 1863); S. Typhimurium PhoP-regulated promoter GFP reporter, 4 h; higher % means a stronger effect; 0.16% of 300,000 active; inhibition, % at 50 µM, or IC50 in µM where a hit was titrated;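 active = inhibition over 29.93%, a cutoff 3 SD above the screen mean, later confirmed by dose response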;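 note: 0% = low Mg2+ inducing control and 100% = high Mg2+ repressing control; strong numbers were not always called active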
MT stabilize HCS = microtubule stabilization, imaging screen. HeLa tubulin immunostaining HCS, 24 h; share of cells brighter than vehicle mean+2SD. % tubulin-high responders, % at 10 µM. 0.83% of 200,000 active;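 active = plate Z-score above 3 for both tubulin-high and condensed-nucleus cell shares, with cell loss under 80%, at 10 µM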;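 note: anti alpha tubulin signal scored within the nucleus-defined area of each cell; some results filed as inactive read as strong as hits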
b-catenin transl = beta-catenin nuclear translocation modulation | HeLa beta-catenin nuclear translocation, immunofluorescence imaging | nuclear translocation activity, % at 5 µM | 0.3% of 190,000 active;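 active = nuclear translocation activity above 50% at 5 µM, with a well cell count of 50 or more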;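 note: per-cell ratio of nuclear to cytoplasmic median beta-catenin stain intensity; plate controls were DMSO negative control for no effect and GSK-3 inhibitor IX positive control for full effect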
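test system = HeLa cells, endogenous beta-catenin | dosing = single 5 µM dose plus 0.02–20 µM confirmation series | times = compound treatment 24 h, 37°C, 5% CO2 | technique = beta-catenin immunofluorescence imaging with DAPI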
Lipid droplet = modulators of hepatic lipid droplet formation. inhibition, % at 6.5 µM. 0.4% of 240,000 active. AID 1656. AML12 mouse hepatocytes, oleate lipid droplets, BODIPY imaging;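 active = lipid droplet intensity inhibited by at least 50%, with more than 500 cells counted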
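Assay system: AML12 hepatocytes (mouse); Probe or stimulus: oleic acid at 100 µM to induce lipid droplet formation; Dosing: compound at 6.5 µM only; Schedule: compound with oleate, overnight; Detection: fluorescence imaging, 20x objective, two fields per well; Measure: % inhibition of lipid droplet signal.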
Ins promoter up = MIN6 insulin promoter up-regulation. z-score at 5 µM. 0.3% of 190,000 active. MIN6 insulin promoter-GFP reporter, high-content imaging; hits give high values;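 active = z-score above 3 at 5 µM with at least 500 cells counted in the well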
T cell HTS = T cell immune modulation candidate; 2C CD8+ T cell-vesicle binding, flow cytometry; hits give low values; 0.068% of 330,000 active; calls only at 7 µM;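 active = response, share of CD8 T cells binding vesicles, and their 90th percentile fluorescence all below set limits, cut at about 80% in these data, passing the limit was not always enough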
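Incubation: binding step 1.5 h, 37 °C, antibody labelling 20 min, ice; system: murine 2C transgenic CD8+ T lymphocytes; technique: cytometric PE anti-B7-1 and Alexa647 anti-CD8 signals after 1% paraformaldehyde fixation; also added: QL9-charged Drosophila Ld/ICAM-1/B7-1 vesicles; control set: naked versus QL9-loaded vesicles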
ER stress rescue = protection against thapsigargin-triggered cell killing – 384-well, CSM14.1, ATP luminescence, primary screen (AID 1222); CSM14.1 thapsigargin-induced death rescue, ATP luminescence; higher % means a stronger effect; one-dose cellular ATP content (survival), % at 20 µM; EC50 in µM for titrated hits; 190,000 tested, under 10 active;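 active = EC50 below 50 µM in the dose-response confirmation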;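 note: death triggered by thapsigargin at about 15 µM added after 2 h compound pretreatment; cell ATP read after overnight thapsigargin exposure of roughly 18 to 22 hours; normalized against plate controls of thapsigargin alone and 5% DMSO vehicle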
Autophagy mod = autophagy modulation, high-content screen. MEF GFP-LC3 puncta imaging; test concentration mostly 10 µM. calls only at 10 µM (by protocol). 0.98% of 190,000 active. AID 463193;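 active = percentage of spot-positive cells more than 3 SD above its plate mean, without a fluorescence outlier flag or 80% toxicity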;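 note: spot-positive cell cutoff set from DMSO-treated cells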
Dynein cargo inh cytoplasmic EGFP = recorded beside Dynein cargo inh, whose call it bears; z-score; measured here: cytoplasmic GR-EGFP intensity; hits give high values
Dynein cargo inh nuclear GR-EGFP = also measured in Dynein cargo inh; calls as there; z-score; measured here: nuclear GR-EGFP intensity;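 lower value marks the stronger effect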
Dynein cargo inh cell count = recorded beside Dynein cargo inh, whose call it bears; z-score; measured here: cell count per field
Ins promoter up cell count = recorded beside Ins promoter up, whose call it bears; cell count; measured here: cytotoxicity, nuclei count;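 total cells summed across four imaged fields per well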
Lipid droplet cells 6.5 µM = recorded beside Lipid droplet, whose call it bears; cell count; measured here: cell count, cytotoxicity flag;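 cells counted across two imaged fields per well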
b-catenin transl cell count 5 µM = recorded beside b-catenin transl, whose call it bears; cell count; measured here: cell count, cytotoxicity flag
T cell HTS vesicle-bound % = also measured in T cell HTS; calls as there; double positive events, %; measured here: CD8+ vesicle-bound cell fraction;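 binding gate set so that unloaded-vesicle control wells show 10% double positive cells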
MT stabilize HCS Hoechst-high % = second read-out of MT stabilize HCS, no call of its own (marks repeat the call); % Hoechst-high responders; measured here: nuclear condensation Hoechst responders;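 share of cells brighter than vehicle mean plus two SD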
MT stabilize HCS cytotoxicity % = further read-out of MT stabilize HCS, marked with its call; toxicity, %; measured here: cytotoxicity by cell density;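 0% = mean cell density of plate MIN control wells and 100% = no cells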
Autophagy mod cell loss 18 h = second read-out of Autophagy mod, no call of its own (marks repeat the call); toxicity, %; measured here: cell loss, nuclei count;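 cell loss after 18 h compound exposure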
* hit, by the source's call; i = inactive; · = not tested or not shown; + = active, no number.

Molecule	Dynein cargo inh	Dynein cargo inh cytoplasmic EGFP	Dynein cargo inh nuclear GR-EGFP	Dynein cargo inh cell count	Salmonella PhoP GFP	MT stabilize HCS	MT stabilize HCS Hoechst-high %	MT stabilize HCS cytotoxicity %	b-catenin transl	b-catenin transl cell count 5 µM	Lipid droplet	Lipid droplet cells 6.5 µM	Ins promoter up	Ins promoter up cell count	T cell HTS	T cell HTS vesicle-bound %	ER stress rescue	Autophagy mod	Autophagy mod cell loss 18 h
COCCN(C(=O)Cn1nnc2ccccc21)C(C(=O)NC1CCCC1)c1cc(OC)ccc1OC (stereo unspecified)	1.11	-0.238	0.864	-1.07	0.2%	1.7	2.6	8.2	·	·	-5.4	689	·	·	i	6.4	·	i	-0.8
Cn1c(N)c(C(=O)CSc2nc3ccccc3c(=O)n2CCCN2CCOCC2)c(=O)n(C)c1=O	1.4	-0.193	0.642	-0.35	1.6%	4.0	6.8	18.2	9.5	400	3.5	682	0.04	1335	i	16.8	-0.2%	i	9.0
Cc1nccn1CC(=O)N/N=C/c1c[nH]c2ccccc12	-0.0185	-0.245	0.53	0.273	1.9%	·	·	·	1.3	1312	22.2	799	0.43	1082	i	37.9	·	·	·
CN(C)CCNc1ccc(-c2nn(C)c(=O)c3ccccc23)cc1[N+](=O)[O-]	-0.914	-0.321	-0.905	1.11	4.9%	4.1	3.0	0.2	0.9	1473	10.1	697	-0.91	1477	i	50.0	-1.3%	i	-13.0
O=C(NC(=S)N1CCCc2ccccc21)c1ccc(Cl)cc1	-0.646	-0.274	-0.637	0.262	6.3%	3.9	2.6	7.8	2.5	470	3.1	706	1.22	1204	i	19.6	-2.6%	i	4.3
CCCc1nc(N)c(C#N)c(-c2ccco2)c1CC	3.08	0.408	2.89	-2.48	-6.7%	5.2	1.0	41.1	·	·	4.1	731	·	·	i	18.1	1.0%	i	7.0
COc1ccc(CC2(CO)CCN(C(=O)NCc3ccccc3)CC2)cc1	0.713	-0.181	0.262	-0.665	-1.3%	2.7	1.9	11.5	0.5	1548	5.6	599	-0.09	1168	i	55.3	0.1%	i	1.1
O=c1[nH]c2c(cnn2-c2ccc(Cl)cc2)c(=O)n1-c1cccc(Cl)c1	1.11	-0.271	0.305	-0.284	-1.0%	·	·	·	1.1	1084	3.9	754	-0.08	1422	i	61.6	·	·	·
COC(=O)c1c(-c2ccco2)csc1NC(=O)C1CC=CCC1C(=O)O (stereo unspecified)	-0.124	-0.215	0.0996	-0.0992	-0.5%	3.8	1.9	7.5	-0.7	1438	·	·	0.35	1288	i	9.1	-2.7%	i	4.3
COC(=O)c1sccc1NC(=O)COc1ccccc1Cl	2.71	0.0163	1.5	-1.24	-2.1%	3.1	2.3	6.3	0.3	1139	0.6	653	-0.52	1520	i	4.5	0.0%	i	16.1
CC(=Nc1ccccc1O)c1sc2ccccc2c1O	-0.739	0.175	0.101	0.847	-13.4%	·	·	·	-0.1	1211	14.9	707	-0.01	1129	i	61.7	·	·	·
CC1=CC(C)(C)N(C(=O)C(C)N2C(=O)c3ccccc3C2=O)c2c(C)cc(C)cc21 (stereo unspecified)	-0.775	0.149	-0.118	0.512	9.5%	3.4	2.1	5.9	2.1	1170	-28.9	725	-0.94	901	·	·	0.6%	i	5.5
Cc1c(Cl)cccc1NC(=O)c1cc(C2CC2)on1	0.466	-0.16	0.257	-0.575	-1.1%	2.1	2.2	5.7	-1.2	1175	·	·	-1.34	879	i	34.9	2.2%	·	·
C=CCCN(Cc1ccccc1)S(=O)(=O)c1ccccc1Br	0.219	-0.737	0.226	-0.0492	2.9%	·	·	·	-1.0	1160	30.0	717	0.03	840	i	28.5	·	·	·
O=c1oc2ccccc2c(NCc2ccccc2)c1[N+](=O)[O-]	0.304	-0.287	-0.144	-0.562	-0.6%	2.1	2.1	13.3	-1.1	889	-6.9	645	0.74	2252	i	7.8	4.3%	i	-3.9
COc1ccc(S(=O)(=O)N2CCSC2c2ccc(N)cc2)cc1 (stereo unspecified)	0.164	-0.194	0.515	-0.67	13.2%	2.9	1.6	5.1	-1.2	761	·	·	·	·	i	53.8	-0.9%	i	15.0
Cc1ccsc1C1CC(=O)Nc2ccccc2S1 (stereo unspecified)	0.111	-0.241	0.624	-0.392	-6.5%	·	·	·	0.9	1292	5.4	672	-0.24	955	i	35.8	·	·	·
Cc1nn(Cc2ccc(Cl)cc2)c(C)c1NC(=O)C1CC=CCC1C(=O)O (stereo unspecified)	-0.161	-0.332	0.00685	0.16	1.9%	4.0	2.9	7.3	-2.4	1434	·	·	0.29	1230	i	33.7	-1.9%	i	-4.8
Cc1ccsc1C(=O)OCC(=O)Nc1cccc(S(=O)(=O)NC2=NCCCCC2)c1	1.45	-0.34	0.249	-0.316	-7.8%	1.6	2.9	11.2	-2.3	981	6.4	676	1.01	1669	i	19.2	-2.1%	i	2.6
CCOc1ccc(-c2cc3cc(OC)c(OC)cc3c(C)n2)cc1	-0.606	-0.221	-0.52	0.218	-8.1%	3.6	2.3	4.6	3.2	553	12.2	757	·	·	i	51.9	-0.9%	i	-6.3
CNS(=O)(=O)c1ccc(NC(=O)C2c3ccccc3Oc3ccccc32)cc1	-0.253	-0.255	-0.112	0.989	-6.9%	2.1	2.1	7.8	2.2	491	-24.9	672	0.07	1278	i	31.2	-0.5%	i	14.6
COC(=O)/C=C/c1ccc(OC(=O)c2ccncc2)cc1	-0.112	-0.319	-0.456	0.728	4.0%	3.8	3.9	3.5	-1.0	958	-1.3	638	-0.02	1366	i	56.0	5.4%	i	-6.0
O=C(Nc1ccc2c(c1)OCO2)C1CCCN(S(=O)(=O)c2cccs2)C1 (stereo unspecified)	0.366	-0.325	0.242	0.0475	5.5%	4.8	2.7	5.5	1.2	1353	·	·	-0.27	1394	i	36.6	1.6%	i	4.4
O=C(Nn1cnnc1)c1cc([N+](=O)[O-])cc([N+](=O)[O-])c1	0.452	-0.21	0.79	-1.26	-13.6%	2.2	2.3	4.2	-0.2	1093	8.9	607	-0.08	1503	i	52.1	-0.1%	i	11.8
Cc1nn(CCCNC(=O)C2CCCO2)cc1Br (stereo unspecified)	-0.406	-0.21	0.0251	0.391	0.9%	1.8	1.6	5.7	·	·	6.4	734	·	·	i	12.0	-1.7%	i	-1.8
COc1cc2c(cc1OC)C(=O)CCS2	-0.469	-0.16	0.113	0.598	26.8%	1.7	1.0	8.7	-5.2	1171	-4.8	728	-0.01	936	i	39.0	-3.4%	i	-10.1
O=C(c1cn(-c2ccccc2)nc1-c1cccnc1)N1CCCCC1	1.12	-0.35	0.448	-0.674	35.8%	4.2	1.4	6.2	-2.3	1176	·	·	0.13	1122	i	25.0	-0.8%	i	14.7
COc1ccc(CCC(=O)NNC(=S)Nc2cccc(C(C)=O)c2)cc1	1.27	-0.259	0.844	-0.746	3.9%	3.7	1.2	5.7	-3.1	1076	2.9	712	-0.55	1595	i	33.6	0.0%	i	45.0
O=C(CCc1ccccc1)NNC(=O)C12CC3CC(CC(C3)C1)C2	0.313	0.377	1.01	-0.349	4.3%	3.0	2.3	8.5	7.8	1390	·	·	-0.24	1495	i	48.8	-1.7%	i	14.9
CC(=O)c1sc(NC(=O)c2cccc(C)c2)nc1C	3.17	0.188	1.39	-2.83	-2.9%	2.9	1.7	5.4	-4.7	1114	-0.5	689	-0.41	1540	i	35.4	-1.5%	i	-4.4
CCOC(=O)c1ccc(CSc2nnc(-c3ccncc3)n2N)cc1	0.0883	-0.264	-0.0857	0.651	3.5%	2.6	1.9	0.4	-2.0	1094	1.2	796	3.8*	1044*	i	60.2	2.3%	i	1.2
CN(C)c1ccc(/C=C2\SC(=S)N(Nc3ncc(C(F)(F)F)cc3Cl)C2=O)cc1	-5.01	34.8	5.16	0.389	-14.9%	9.8	2.0	4.3	2.7	1365	·	·	·	·	i	57.1	0.7%	+	5.3*
CCOc1ccccc1NC(=O)C1CC2CCCC(C1)C2=O (stereo unspecified)	-0.265	-0.229	0.154	-0.509	3.4%	2.7	1.5	2.4	0.4	1092	-3.7	704	-0.18	1336	i	35.2	-2.2%	i	-11.4
COc1ccc(CC(=O)NCC(c2ccc(OC)cc2)N(C)C)cc1 (stereo unspecified)	0.487	-0.26	0.531	1.03	-1.4%	4.3	2.2	7.3	-0.2	1043	6.3	715	-0.02	1160	i	22.7	0.3%	i	11.6
COc1ccccc1N1CCN(Cc2cccc(OC)c2OC)CC1	-0.202	-0.177	0.298	0.407	8.4%	3.1	2.4	2.7	·	·	0.6	685	-1.12	1294	i	34.9	-0.5%	i	13.0
O=C(COc1ccccc1)Nc1nn[nH]n1	0.316	-0.271	0.257	0.722	-2.5%	2.1	1.7	7.1	-5.1	1229	1.2	713	-0.4	1242	i	22.5	5.2%	i	5.5
